Assay outcomes (PubChem BioAssay)
ARNT TACC3 PPI = disruptors of ARNT/TACC3 protein interaction, primary screen, biochemical, AlphaScreen, single concentration. AID 623870, 2012. Transforming acidic coiled-coil-containing protein 3 (Homo sapiens), Q9Y6A5. inhibition, % at 9.99 µM. AlphaScreen His-ARNT PAS-B/GST-TACC3 binding, luminescence; TACC3 fragment carries E629A point mutation. 390,000 tested, 0.66% active;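 active = mean inhibition of replicates at least 50% and at least half of replicates each reaching 50%; inconclusive = half or more replicates reach 50% but mean below 50%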;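 note: 0% = complete ARNT plus TACC3 wells and 100% = ARNT alone without TACC3; many hits fall short of the cut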
Statin myotox sup = suppressors of statin myotoxicity in C2C12 myotubes, primary screen, cell-based, single point, plate reader; C2C12 myotubes + simvastatin, ATP luminescence, 48 h; scaled: DMSO 0, geranylgeraniol control 100; rescue of ATP level, % at 7.49 µM; 330,000 tested, 0.78% active; AID 602340, 2012;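 active = mean ATP rescue above about 67%, or every replicate alone reaching that limit, limit read from the data, passing the limit was not always enough; inconclusive = no clear call, values can overlap the other calls; inactive = mean under the limit and some replicate under it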;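 note: myotubes were challenged with 10 µM simvastatin during compound exposure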
esBAF inh = Bmi1 luciferase reporter increase in mESCs, primary screen, esBAF inhibitor project, mouse ES cells, Bmi1 luciferase knock-in, single point | 24 h; 100% = twice the neutral-well signal | 350,000 tested, 2% active | reporter increase, % at 12.5 µM; in the data active = activation above about 40%; inconclusive = no clear call, values can overlap the other calls;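 note: 0% = median of the plate's neutral control wells and 100% = double that signal; a rise in the Bmi1 reporter signal indicates esBAF inhibition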
miR-122 sensor = miR-122 Renilla sensor signal increase in Huh7, primary screen, miR-122 inhibitor project, cell-based, single point, plate reader | activation (reporter increase), % at 12.5 µM | 340,000 tested, 0.3% active | Huh7 miR-122 Renilla luciferase sensor, 48 h; neutral wells = 0, positive control = 100;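 active = mean replicate activation score at least 90 and every replicate individually at or above 90; inconclusive = only one of the two criteria met; inactive = neither criterion met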;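 note: higher luciferase means less miR-122 activity so hits act as miR-122 inhibitors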
Cneo AK release = Cryptococcus neoformans cell lysis inducers, primary screen, AK release luminescence, single concentration; C. neoformans lysis, adenylate kinase release luminescence, 4 h; normalised: neutral wells 0, clomiphene wells 100; lysis activity, % at 15 µM; 360,000 tested, 0.2% active;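 active = mean lysis activity across replicates of at least 80%, whatever share of replicates individually reach that level; inactive = mean lysis activity below 80%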
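Test system: log-phase Cryptococcus neoformans yeast cells; Quantity: yeast cell density of 5 × 10^6 cells/mL; Buffer or medium: YPD; Doses: single compound concentration per well; Timing: 4 h at 37 °C static, read 1 h later; Measured by: AK luminescence; Read-out basis: lysis from increased AK signal; Control set: Clomiphene as positive control.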
ERp5 block = inhibitors of ERp5-driven insulin aggregation, primary screen, biochemical, turbidity, absorbance 650 nm, single point. Protein disulfide-isomerase A6 (Homo sapiens), Q15084. 90 min. inhibition, % at 9.99 µM. 350,000 tested, 0.05% active. AID 651711, 2012;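 active = mean replicate inhibition above about 25%, with every replicate also reaching it, limit read from the data, passing the limit was not always enough; inconclusive = only one of those two criteria met; inactive = neither criterion met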
Target sequence (Q15084 whole entry, looked up): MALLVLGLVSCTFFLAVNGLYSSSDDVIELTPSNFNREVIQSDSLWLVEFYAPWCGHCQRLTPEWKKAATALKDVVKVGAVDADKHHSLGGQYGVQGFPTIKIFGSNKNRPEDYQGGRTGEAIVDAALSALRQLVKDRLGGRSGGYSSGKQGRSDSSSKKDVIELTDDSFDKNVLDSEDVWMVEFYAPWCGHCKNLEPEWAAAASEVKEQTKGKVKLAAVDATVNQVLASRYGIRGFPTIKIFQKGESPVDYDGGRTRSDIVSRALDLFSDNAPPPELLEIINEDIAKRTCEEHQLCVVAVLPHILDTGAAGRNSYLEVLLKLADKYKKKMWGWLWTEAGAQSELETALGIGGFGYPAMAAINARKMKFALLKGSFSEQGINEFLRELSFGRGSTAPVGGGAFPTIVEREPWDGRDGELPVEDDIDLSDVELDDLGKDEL
SIRT5 block = SIRT5 desuccinylase inhibitors, primary screen, biochemical, fluorescence imaging, single point, set 5; 330,000 tested, 1.1% active; Purified SirT5, succinyl-peptide AMC, trypsin-coupled fluorescence; NAD-dependent protein deacylase sirtuin-5, mitochondrial (Homo sapiens), Q9NXA8; AID 652115, 2013; inhibition, % at 15 µM; in the data active = inhibition above about 15%; inconclusive = no clear call, values can overlap the other calls
Target sequence (Q9NXA8 whole entry, looked up): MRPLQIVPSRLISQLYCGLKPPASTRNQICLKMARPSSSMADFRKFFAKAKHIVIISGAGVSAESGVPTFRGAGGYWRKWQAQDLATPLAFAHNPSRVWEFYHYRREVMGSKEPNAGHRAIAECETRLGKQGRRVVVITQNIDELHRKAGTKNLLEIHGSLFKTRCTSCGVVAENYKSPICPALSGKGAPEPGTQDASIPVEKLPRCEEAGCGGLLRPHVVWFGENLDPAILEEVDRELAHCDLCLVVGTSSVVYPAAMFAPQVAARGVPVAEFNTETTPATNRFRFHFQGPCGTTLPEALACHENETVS
The depositor's hits bear a star; ? = inconclusive; nt = not tested or not shown; & = joins results of further samples; [ ] = another dose, or the depositor's remark.

SMILES	ARNT TACC3 PPI	Statin myotox sup	esBAF inh	miR-122 sensor	Cneo AK release	ERp5 block	SIRT5 block
CCN(CC)c1ccc(S(=O)(=O)N2CCCCC2)cc1NC(=O)C1CSC2(C)CCC(=O)N12 (stereo unspecified)	7	-39	1	20	-1	-7	-2
Cc1ccc(C(=O)Cn2cnc3ccccc3c2=O)cc1	-5	9	56*	-6	-1	nt	nt
CC1CC(C)(C)NCCNC(C)CC(C)(C)NCCN1 (stereo unspecified)	0	-2	2	9	1	nt	nt
O=S(=O)(Nc1ccccc1)c1ccc(Oc2ncc(C(F)(F)F)cc2Cl)cc1	5	nt	-19	?	-1	nt	nt
O=C(c1ccc2c(c1)N(Cc1ccc(F)cc1)CCS2)N1CCOCC1	8.5*	13	-3	24	-3	nt	-4
C=CCn1cc(/C=C2/NC(=O)NC2=O)c2ccccc21	6	nt	nt	nt	nt	2	-2
CC(C)n1c(CN(C)c2ccccc2)nc2ccccc21	-2	9	-4	5	8	-1	-1
Cc1ccccc1N1CCN(S(=O)(=O)c2nnc(NC(=O)c3ccc(F)cc3)s2)CC1	2	-12	-4	0	-1	-7	-7
CCCN(C)C[C@@H]1Oc2cc(C#Cc3cccnc3)ccc2S(=O)(=O)N([C@@H](C)CO)C[C@@H]1C	-9	2	0	0[16.7 µM]	2	-2	15
O=C(Cc1ccccc1)NN1C(=O)C2C3C=CC(C3)[C@@H]2C1=O (stereo partly specified)	2	nt	nt	-4	-3	nt	nt
C/C=C/c1ccc([C@H]2[C@@H](CO)N3CCCCN(C(=O)c4ccc(F)cc4)C[C@@H]23)cc1	-4	nt	nt	-9[16.7 µM]	-2	0	6
Cc1ccccc1CNC(=O)C1CCC(=O)N(C2CC2)C1 (stereo unspecified)	2	nt	nt	-3	0	0	0
CCCNC(=O)Nc1ccc2c(c1)OC[C@@H](C)N(C(C)=O)C[C@H](C)[C@H](OC)CN(C)C2=O	-1	7	-1	nt	1	4	-4
COc1cccc(N2CC(C(=O)Nc3nnc(SCCC4OCCO4)s3)CC2=O)c1 (stereo unspecified)	-3	-3	3	1	4	7	-1
CN(C)C(=O)CN1C(=O)NC2(CCc3ccccc32)C1=O (stereo unspecified)	0	0	2	-1	5	-9	0
N#C/C(=C\c1cn[nH]c1-c1ccccc1)C(=O)NC1CCCCCC1	-3	-26	3	6	2	nt	nt
CC(OC(=O)c1nc(Cl)ccc1Cl)C(=O)Nc1ccc2c(c1)OCCO2 (stereo unspecified)	3	nt	nt	3	nt	-4	-2
COC(=O)[C@H](CC(C)C)NC(=O)Nc1ccc(S(N)(=O)=O)cc1	9	nt	nt	12	0	-3	0
CCCNC(=O)C[C@@H]1CC[C@@H]2[C@H](COC[C@@H](O)CN2C(=O)CC)O1	-6	7	-8	0[16.7 µM]	4	2	-3
COc1ccc(C(=O)C[n+]2ccc(N)c(C)c2C)cc1	-6	-62	15	nt	nt	5	-2

Structures from the list above that contain a Cl atom, in the order listed:
SMILES	ARNT TACC3 PPI	Statin myotox sup	esBAF inh	miR-122 sensor	Cneo AK release	ERp5 block	SIRT5 block
O=S(=O)(Nc1ccccc1)c1ccc(Oc2ncc(C(F)(F)F)cc2Cl)cc1	5	nt	-19	?	-1	nt	nt
CC(OC(=O)c1nc(Cl)ccc1Cl)C(=O)Nc1ccc2c(c1)OCCO2 (stereo unspecified)	3	nt	nt	3	nt	-4	-2

Later entries.
SMILES	ARNT TACC3 PPI	Statin myotox sup	esBAF inh	miR-122 sensor	Cneo AK release	ERp5 block	SIRT5 block
CCn1ccnc1CN1CCc2c([nH]c3ccccc23)C1CC(C)C (stereo unspecified)	19	nt	nt	nt	nt	4	1
O=C(CCC1CCCCC1)NCCS(=O)(=O)N1CCN(c2ccc(F)cc2)CC1	-10	nt	nt	nt	nt	7	-2
CCOc1cccc(NC(=O)/C(C#N)=C\c2cccnc2)c1	1	nt	nt	nt	nt	-2	2
O=C1CN(C(=O)c2ccccc2Br)C(c2ccc(F)cc2)c2cc(F)ccc2N1 (stereo unspecified)	0	-4	6	2	-2	-1	-1
CCN(CC)S(=O)(=O)c1ccc(-c2nnc(SCC(=O)c3ccc(OC)cc3)o2)cc1	7	-10	-4	0	5	nt	nt
CCOC(=O)c1c(C)nc(C)c2c(=O)oc3ccccc3c12	16	nt	nt	nt	nt	3	-2
O=C(Nc1ccc(C(=O)N2CCOCC2)cc1)c1cc(-c2cccnc2)nc2ccc(Br)cc12	3	nt	nt	nt	nt	-6	0
CCc1sc(C(=O)Nc2cccc(C(C)=O)c2)cc1C	-5	-7	29	-3	-4	nt	nt
CCNC(=S)N1CCN(C(c2ccccc2)c2ccccc2)CC1	5	3	-1	2	26	-2	1
COc1cc(OC)cc(C(=O)N[C@H](C(=O)OCC(=O)NC(=O)NC(C)(C)C)C(C)C)c1	4	-1	-11	-1	1	-1	1
C[C@H](CO)N1C[C@H](C)[C@H](CN(C)Cc2ccccn2)Oc2cc(C3=CCCC3)ccc2S1(=O)=O	17	10	3	5[16.7 µM]	0	0	2
CO[C@H]1CN(C)C(=O)c2ccc(NC(=O)c3ccc(F)cc3)cc2OC[C@H](C)N(C(=O)c2ccc(F)cc2)C[C@H]1C	-5	-29	6	1[16.7 µM]	-1	4	15
CSCC[C@H](NC(=O)N1CCn2c1nc1ccccc12)C(=O)NC1CC1	-1	3	3	3	-9	-6	-1
Cc1cc([N+](=O)[O-])ccc1NCc1cccc([N+](=O)[O-])c1	-3	-27	6	1	2	nt	nt
COc1ccc(C(=O)Nc2cccc(OC(=O)c3ccco3)c2)cc1	-3	1	11	-2	-3	-3	-2
CCOC(=O)C1=C(CS(=O)(=O)c2ccccc2)NC(=O)NC1c1ccc(OC)c(OC)c1 (stereo unspecified)	-1	8	2	-16	-10	5	8
Cc1c(N)cccc1[N+](=O)[O-]	nt	12	-3	-1	2	-13	nt
CC1ON=C(c2ccc(F)cc2)NC1=O (stereo unspecified)	nt	-1	-8	nt	0	5	nt
COc1ccc(C2c3c(C)nn(-c4ccccc4)c3NC(=O)N2c2ccccc2)cc1 (stereo unspecified)	-6	nt	nt	nt	nt	-11	0
CCNC(=O)[C@H]1[C@H](CO)[C@H]2Cn3c(ccc(-c4ccc(OC)cc4)c3=O)[C@@H]1N2CC	-5	-21	-7	0[16.7 µM]	40	3	-37
COc1ccc(S(=O)(=O)NCc2ccc(C(=O)N(C)Cc3ccco3)cc2)cc1	-1	6	-4	7	nt	nt	nt
COc1ccc(/C=C2\SC(=S)N(CCC(=O)N3CCCCC3)C2=O)cc1	-2	64	-29	nt	3	-1	0
Cc1cccc(NC(=O)C(CC(C)C)NC(=O)C2CCC(C)CC2)n1 (stereo unspecified)	1	nt	nt	nt	nt	3	-3
COc1ccccc1CNC(=O)C(=O)NCC1OCCN1S(=O)(=O)c1ccc2c(c1)OCCO2 (stereo unspecified)	-4	3	9	3	0	-6	-3
Cc1ccc2c(C)c(C(=O)N(Cc3ccc(F)cc3)C3CCS(=O)(=O)C3)oc2c1 (stereo unspecified)	7	1	0	-6	1	4	-1
O=C(Nc1ccccc1N1CCOCC1)c1cc2c(s1)CCCCC2	-11	nt	nt	nt	nt	5	2
C[C@@H]1CN([C@@H](C)CO)C(=O)c2cc(NC(=O)Cn3cnnn3)ccc2O[C@@H]1CN(C)C(=O)Nc1cccc2ccccc12	3	18	-2	-5[16.7 µM]	-1	1	nt
CCNC(=O)COc1ccc(OCc2ccccc2)cc1	-15	-3	15	-6	2	1	-3
COc1ccc(Cc2nc(=S)[nH][nH]2)cc1Br	-5	nt	nt	nt	-2	7	-5
CCOc1ccc(C(=O)n2cc(C(=O)OC)c3ccccc32)cc1	0	8	0	nt	-2	-3	-1
COc1ccccc1CN(C)C(=O)c1cccc(S(=O)(=O)N2CCN(Cc3ccccc3)CC2)c1	-9	3	-6	-2	6	0	8
CCN(CC)C(=O)C1CC(c2ccc(OC)cc2)=NO1 (stereo unspecified)	1	-4	23	-15	0	nt	nt
Cc1ccc(C(=O)N/C(=C/c2ccco2)C(=O)N2CCC(C)CC2)cc1	9	1	-2	4	3	2	1
C=CCOc1c(Br)cc(CNc2nccs2)cc1OC	11	-22	-5	-8	4	nt	nt
COC(=O)c1cc(NC2c3ccccc3C(=O)N2c2ccc(Cl)cn2)cc(C(=O)OC)c1 (stereo unspecified)	2	1	24	nt	4	-1	-2
COc1cccc(C(=O)O[C@H]2[C@H](C)NS(=O)(=O)[C@H]3C[C@@H]4C=C[C@]23O4)c1	-1	14	-4	-1	0	3	nt
CCOC(=O)C1CCN(C(=O)CSc2c3c(nc4ccccc24)CCC3)CC1	4	nt	nt	nt	nt	3	-3
O=C(N[C@H]1CC[C@@H](CCn2cc(C3(O)CCCC3)nn2)O[C@@H]1CO)C1CCC1	0	7	2	nt	-3	-6	0
O=C(Nc1nc2c(Cl)cccc2s1)C1CC1	2	8	2	nt	12	1	1
C[C@@H]1CCCCO[C@H](CN(C)C(=O)CCC(F)(F)F)[C@@H](C)CN([C@@H](C)CO)C(=O)c2cc(NS(=O)(=O)c3ccc(F)cc3)ccc2O1	10	nt	3	2[16.7 µM]	3	6	11
COC/C=C/C1=CC2=CC(=O)C(C)(OC(=O)c3cnc4ccccc4n3)C(=O)C2=CN1CCN1CCOCC1 (stereo unspecified)	15	12	-3	nt	2	1	nt
COc1ccc(S(=O)(=O)N2CCCCCC2)cc1NC(=O)Cc1ccc(OC)c(OC)c1	-3	10	nt	-13	0	-1	-7
Cc1onc(-c2ccccc2)c1NC(=O)N(CCC#N)Cc1cccs1	-1	10	-1	-4	1	1	0
COc1ccccc1C(=O)NCCC(=O)N(C)Cc1cccs1	-4	9	nt	nt	3	5	-4
CC1(C)Cc2ccccc2-c2n[nH]c(=S)n21	1	-3	-4	-5	3	-2	1
C[C@@H]1CN([C@@H](C)CO)C(=O)CCCn2nncc2CO[C@H]1CN(C)C(=O)OCc1ccccc1	0	1&0&-3	-4&-1&2	0	-1&-5	5&2	1&0
COc1cc(NC(=O)c2cc(-c3ccccc3Cl)on2)cc(OC)c1OC	-2	-40	-1	2	0	3	0
Cc1ccc(Cl)cc1NC(=S)N(CCN(C)C)Cc1cccs1	1	nt	nt	nt	nt	-2	-3
COc1ccc(-c2cc3nc(NCCOc4ccccc4)ccn3n2)cc1	nt	6	31	-3	0	5	1
COc1cccc(NC(=O)C2(C)CCN2C(=O)CCc2ccc(Cl)cc2Cl)c1 (stereo unspecified)	nt	15	-6	-5	-2	3	0
C[C@@H]1CN([C@@H](C)CO)C(=O)c2cc(NS(C)(=O)=O)ccc2O[C@@H](C)CCCCO[C@@H]1CN(C)C(=O)c1ccncc1	-10	nt	-7	9[16.7 µM]	8	2	0
CCOc1ccc(N2CC(C(=O)Nc3nnc(C4CCCCC4)s3)CC2=O)cc1 (stereo unspecified)	-3	37	-3	nt	8	6	-5
CS(=O)(=O)N(Cc1ccc(C(=O)NN=C2CCCCCC2)cc1)c1ccccc1	1	-19	-9	-6	-3	3	-2
CO[C@H]1CN(C)C(=O)c2cc(NC(=O)c3cnccn3)ccc2OC[C@H](C)N(C(=O)C2CC2)C[C@H]1C	13	-8	-6	nt	43	-2	3
O=C(OCc1ccc([N+](=O)[O-])cc1)c1ccccn1	4	3	-9	2	3	0	-4
CCC1CCCCN1CCN1C(=O)C2C(C(=O)Nc3cccc(OC)c3)C3C=CC2(O3)C1C(=O)NC1CCCCC1 (stereo unspecified)	2	-4	-4	1	11	3	-1
